Compound activity (PubChem BioAssay)
S2 tox: cell viability loss in ATXN counter-screen. Potency, µM (titrated, usually from 56.7 µM), hits mostly cytotoxic. 0.49% of 400,000 active. AID 651635. S2 cells (HEK-293 line with an ATXN2-luciferase reporter) viability, CellTiter-Fluor protease fluorescence, 24 h; further: potency means the concentration at half of the fitted maximal effect; nearly all actives have a fitted effect of over 40% in size
KB-3-1 cytotox: KB-3-1 parental cell cytotoxicity; KB-3-1 viability, CellTiter-Glo ATP luminescence, 72 h; Potency, µM (titrated, usually from 46.1 µM), inactives show at the top dose activity change, negative = cytotoxic, actives largely listed as cytotoxic; 1.4% of 400,000 active; further: potency means the concentration at half of the fitted maximal effect; on the % scale 0 is the no-effect control and ±100 the full control effect; nearly all actives have a fitted effect of over 60% in size
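Using CellTiter-Glo luminescence, growth of non-resistant KB-3-1 adenocarcinoma cells is assessed 72 h after pin-tool compound addition at 37 °C. Normalized responses across the concentration series yield fitted curves.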
HT1080-NT tox: kills 2HG-producing HT-1080-NT fibrosarcoma cells; HT-1080-NT fibrosarcoma viability, CellTiter-Glo ATP luminescence, 48 h; Potency, µM (highest dose often 46.1 µM), without a hit: at the top dose activity, negative = less viability, usual class: cytotoxic; 1.6% of 360,000 active;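 further: NT is the 2HG producing partner of a matched IDH1 knockdown line; potency means the concentration at half of the fitted maximal effect; 0% = DMSO-treated cells and -100% = media-only wells without cells; nearly all actives have a fitted effect of over 55% in size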
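HT-1080-NT fibrosarcoma cells (2HG-overproducing), 750 cells/well in RPMI with 5% FBS, dosed after 2 h and incubated 48 h at 37C. CellTiter-Glo luminescence normalized to DMSO and no-cell wells; concentration-response curves fitted and classed.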
KB-V1 MDR tox: kills drug-selected multidrug resistant KB-V1 cells. KB-V1 MDR cells viability, CellTiter-Glo, 72 h. Potency, µM (titrated, usually from 46.1 µM), inactives show top-dose activity change, negative = cytotoxicity, usual class: cytotoxic. 3.4% of 400,000 active; further: potency means the concentration at half of the fitted maximal effect; on the % scale 0 is the no-effect control and ±100 the full control effect; nearly all actives have a fitted effect of over 60% in size
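qHTS viability screen in drug-selected KB-V1 MDR cells: 72 h compound treatment at 37 degrees C, ATP luminescence end point.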
IL-1B inflam inh: inflammasome signaling inhibition, IL-1 beta readout | THP-1 LPS/ATP IL-1B secretion, AlphaLISA, 16 h; stronger effect = lower value | activity change, % at 57.5 µM | 4.7% of 360,000 active | AID 743279; in the data active means activity change below about -50%; inconclusive means mostly about -30% to -49%; further: on the % scale 0 is the no-effect control and ±100 the full control effect
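Secreted IL-1B measured by AlphaLISA bead assay after 16 h compound exposure of THP-1 cells; compounds (final up to 57.5 uM) added 1 h before LPS (250 ng/mL) and ATP (1.25 mM) stimulation; lower signal means less secretion.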
HT1080 IDH1KD tx: kills HT-1080 cells with IDH1 knockdown. HT-1080 IDH1 knockdown viability, ATP luminescence, 48 h. Potency, µM (top dose mostly 46.1 µM), without a hit: at the highest dose activity, negative = toxicity, usual class: cytotoxic. 2% of 360,000 active;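 further: potency means the concentration at half of the fitted maximal effect; 0% = DMSO wells and -100% = cell-free medium wells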
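Luminescent ATP read-out (CellTiter-Glo, 10 min at room temperature) after 48 h compound exposure at 37 °C gave viability of IDH1-knockdown HT-1080 cells. Activity was normalised to DMSO and cell-free wells, then fitted as concentration-response curves.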
SW480 rerep: DNA re-replication induction in SW480 cells | SW480 DNA re-replication, Hoechst DNA content imaging, 48 h | Potency, µM (highest dose often 46.1 µM), inactives show top-dose re-replication activation, usual class: activators | 1.8% of 340,000 active | AID 624297; further: potency means the concentration at half of the fitted maximal effect; % of control where 0% means no effect; nearly all actives have a fitted effect of over 55% in size
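250 cells/well; 23 nL cpd via pin tool; 48 hr, 37 C, 5% CO2; Hoechst 40 min; imager read of total nuclear intensity, ex 405/em 500-530 nm.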
MCF10A rerep: induces DNA re-replication in MCF 10a normal breast cells | AID 624296 | MCF 10A DNA re-replication, Hoechst nuclear intensity, 48 h | 2.9% of 350,000 active | Potency, µM (doses to about 46.1 µM), without a hit: top-dose activity, positive = re-replication, usual class: activators; further: potency means the concentration at half of the fitted maximal effect; % of control where 0% means no effect; nearly all actives have a fitted effect of over 50% in size
ATXN2 expr inh: reduces ATXN2 reporter expression in HEK-293 cells; 0.72% of 360,000 active; Potency, µM (top dose mostly 57 µM), for the others: at the highest dose activity change, negative = inhibition, actives largely listed as inhibitors; AID 1745845; HEK-293 ATXN2-luciferase reporter, luminescence, 24 h; further: potency means the concentration at half of the fitted maximal effect; on the % scale 0 is the no-effect control and ±100 the full control effect; nearly all actives have a fitted effect of over 55% in size
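ATXN2-luciferase reporter cells (luciferase flanked by upstream and downstream ATXN2 gene portions) were treated 24 h at 37 °C with compounds at up to 57 uM. SteadyGlo luminescence gave expression; GF-AFC fluorescence gave viability.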
Numbers without * were called inactive; i = inactive; ? = inconclusive; · = not tested or not shown; & = joins results of further samples; [ ] = dose if it differs, or a comment. Unless noted, the call rests on the fitted dose curve; in most records, active means well fitted curve in the direction sought with a large enough effect; inconclusive means small, poorly fitted or top-dose-only effect, or another doubt; inactive means no such curve, though single readings can be large; an effect the other way counts as inactive or inconclusive. Random draw from the library; overall some 11% were active at least once.

SMILES | S2 tox | KB-3-1 cytotox | HT1080-NT tox | KB-V1 MDR tox | IL-1B inflam inh | HT1080 IDH1KD tx | SW480 rerep | MCF10A rerep | ATXN2 expr inh
COc1ccccc1N1CCN(c2cc(=O)n(Cc3ccc(F)cc3)c(=O)[nH]2)CC1 | ? | 5.17µM* | 11.6µM* | ? | 32.4 | ? | 16.4µM* | ? | -3.5%
O=C(NCc1cccnc1)Nc1ccc(Br)cc1Cl | i | 6.3% | 7.8% | -10.5% | ? | 5.5% | -1.7% | -30.1%[inhibitor] | -9.2%
COc1ccc(OC)c(CC(=O)Nc2ccc3c(c2)c(=O)n(C)n3Cc2cccc(C(F)(F)F)c2)c1 | i | -27.6% | -9.2% | 0.0% | -15.0 | -6.5% | · | · | 0.0%
COc1ccccc1/C=C/C(=O)Nc1ccc(N2CCOCC2)cc1 | i | 2.4% | 1.1% | -25.5% | -22.8 | -1.4% | -0.8% | 9.1% | -17.8%
Cc1ccc2cc(C(c3nnnn3CC3CCCO3)N3CCc4ccccc4C3)c(=O)[nH]c2c1 (stereo not drawn) | i | -5.5% | 1.2% | -3.2% | -22.2 | 0.1% | -6.3% | ? | 9.9%
O=[N+]([O-])c1cccc(S(=O)(=O)NCC2CC3CCC2C3)c1 (stereo not drawn) | · | 3.8% | 0.0% | 2.5% | 16.9 | -2.1% | -1.2% | -2.2% | -2.6%
COc1ccc(N2CCN(CCNC(=O)c3c(C)cc(=O)oc3C)CC2)cc1 | i | -10.3% | 0.4% | 17.2% | -6.5 | 11.7% | -5.7% | -0.3% | 1.8%
CCc1ccc(-c2cc3c(=O)n(CC(=O)NCCN4CCCCC4C)nc(C)n3n2)cc1 (stereo not drawn) | i | ? | -3.5% | -2.3% | 0.0 | -0.7% | 18.4µM* | ? | -3.9%
COc1ccc(OC)c(CN2CCN(Cc3cc(=O)oc4cc(O)ccc34)CC2)c1 | · | -3.8% | -0.2% | -29.8% | 26.6 | -14.6% | 7.6% | 6.4% | -10.0%
COc1cccc(CN(C)C(=O)C2CCN(S(=O)(=O)c3ccc(C)cc3)CC2)c1OC | i | · | 0.0% | · | -6.6 | 1.9% | 12.8% | ? | -7.3%
COc1ccc(N(CC(=O)N/N=C/c2ccc(OC3CSC3)cc2)S(=O)(=O)c2ccccc2)cc1 | i | 21.6% | 3.8% | -21.2% | -17.4 | -5.2% | -2.8% | 6.0% | -9.4%
Cc1sc2ncnc(SCC(=O)N3c4ccccc4Sc4ccc(Cl)cc43)c2c1C | i | 3.4% | 14.1% | 8.8% | 15.2 | 15.3% | 0.7% | -34.3%[inhibitor] | -8.4%
Cc1oc(-c2ccoc2)nc1CN(Cc1ccccc1)CC1CC1 | i | 1.4% | 14.9% | 6.6% | 7.7 | 2.6% | -2.9% | -2.0% | ·
CCOC(=O)/C(C)=C1\NC(C)(C)Cc2ccccc21 | i | -5.2% | 8.4% | 0.5% | 5.2 | -0.8% | -699.0%[inhibitor] | 7.4% | 0.5%
O=C(NC1CCCCC1)[C@@H]1CC=C[C@@H]2CCN(C3CCCCC3)C(=O)[C@@H]21 | i | 14.8%&1.5% | -0.2% | 9.2%&-23.9% | -12.4 | -0.8% | 3.0%[9.22 µM] | 9.4% | 3.5%
O=C(c1cc([N+](=O)[O-])ccc1Cl)N1CCN(c2ccccn2)CC1 | i | 1.7% | 2.1% | ? | -13.0 | -0.2% | ? | -6.2% | -4.8%[11.3 µM]
Cc1ccc(-n2cc(C(=O)c3ccc4ccccc4c3O)cn2)cc1 | i | 3.0% | 22.1% | 7.1% | 7.0 | 10.3% | -3.3% | 10.6% | -28.0%
CCOC(=O)c1[nH]c(C)c(CCC(=O)N2CCN(c3ccccc3)CC2)c1C | i | 11.0% | · | -16.7% | · | · | · | · | -12.5%
O=c1c(Cl)c(N2CCCCC2)cnn1-c1nc2ccccc2[nH]1 | i | ? | ? | ? | -15.2 | ? | -1.7% | ? | ?
Cc1cccc(-n2ncc3c(NCc4cccs4)ncnc32)c1 | i | -1.9% | ? | -9.7% | -15.1 | ? | 26.1% | 17.5% | 72.6%[activator]
Cc1cc(C(=O)N(C)C2CCCCC2)no1 | i | -0.5% | 9.0% | ? | 7.3 | -1.3% | -4.7% | 28.7% | 3.7%
O=C(CN1C(=O)C2C3C=CC(C3)C2C1=O)Nc1cccc2c1CCCC2 (stereo not drawn) | i | 0.8% | 5.3% | -10.8% | -0.8 | -2.2% | 0.7% | 4.0% | 1.9%
COc1ccc(S(=O)(=O)Nc2cccc(C)c2C)c2cccnc12 | i | -1.8% | -0.1% | -14.8% | 8.3 | -7.3% | -14.0% | 1.7% | -11.4%
O=C(Nc1cccc2ccccc12)N(c1ccccc1)c1ccccc1 | i | -0.2% | -2.5% | -4.9% | 0.0 | -1.1% | 0.7% | 2.6% | -3.8%
CCOC(=O)COc1c(OC)cc(Cl)cc1C1Nc2ccccc2C(=O)N1c1cccc(C)c1 (stereo not drawn) | i | 2.7% | 1.0% | -3.3% | -11.1 | -21.9% | 4.0% | 13.5% | 4.5%

Shown as a hit in SW480 rerep (from the list above):
mol	IL-1B inflam inh	SW480 rerep
COc1ccccc1N1CCN(c2cc(=O)n(Cc3ccc(F)cc3)c(=O)[nH]2)CC1	32.4	16.4µM*
CCc1ccc(-c2cc3c(=O)n(CC(=O)NCCN4CCCCC4C)nc(C)n3n2)cc1 (stereo not drawn)	0.0	18.4µM*

(list continues)
SMILES | S2 tox | KB-3-1 cytotox | HT1080-NT tox | KB-V1 MDR tox | IL-1B inflam inh | HT1080 IDH1KD tx | SW480 rerep | MCF10A rerep | ATXN2 expr inh
Cc1cccc(C)c1OCc1nc2ccccc2c(=O)n1/N=C/c1ccc(OCC(=O)O)cc1 | i | 12.5% | -8.2% | -18.2% | 6.4 | -3.0% | -4.1% | 18.7% | -1.7%
CCCCNC1=CC(=O)C(NCCCC)=CC1=O | ? | -1.1% | -22.2% | -5.6% | -0.9 | -17.2% | ? | ? | -18.8%
Cc1cccc(NC(=O)c2ccc(OCC3CCCO3)cc2)c1C (stereo not drawn) | i | -17.8% | 6.0% | 20.6µM* | 0.0 | 3.1% | 1.6% | 8.1% | 33.2%[activator]
O=[N+]([O-])c1ccc(CN2CCC(Cc3ccccc3)CC2)cc1 | ? | -4.0% | -1.8% | -2.1% | -1.2 | -9.4% | 2.9% | 2.1% | ·
Cc1cc(C)nc(NS(=O)(=O)c2ccc(NC(=O)C(C)C)cc2)n1 | ? | 1.0% | -0.5% | 13.5% | 13.8 | 3.4% | -6.9% | -8.1% | ·
O=C(NCC(c1ccc(F)cc1)N1CCOCC1)c1cccnc1Sc1ccccc1 (stereo not drawn) | i | -5.1% | -0.5% | ? | 10.4 | -0.7% | -10.4% | -1.0% | -12.1%
COC(=O)c1cccc(NC(=O)CCSc2ccc(Cl)cc2)c1C | i | -4.3% | -9.3% | -10.9% | ? | -8.7% | -3.2% | 0.0% | -19.3%
C/C(=C/c1ccccc1)C(=O)N1CCN(c2ccccc2)CC1 | i | ? | 9.2% | 4.6% | 2.9 | 8.5% | ? | 5.7% | 27.0%
CCOc1ccc(C(=O)NNC(=O)C2CC(=O)N(c3ccc(C)cc3)C2)cc1 (stereo not drawn) | i | 1.2% | -2.7% | -4.6% | -14.2 | -1.9% | 11.5% | -0.7% | -1.9%
O=C(Cn1c(=O)n(-c2ccc(Cl)cc2)c(=O)c2sc3ccccc3c21)NC1CCCCC1 | ? | 11.4% | · | 0.0% | · | · | · | · | -7.8%
Cc1ccc(C(=O)Nc2cccnc2)cc1S(=O)(=O)N1CCCCCC1 | i | -22.1% | -0.1% | -2.4% | 0.0 | -8.7% | -0.3% | -2.2% | 12.0%
CCCn1cnc2c(SCc3ccccc3Cl)nc(N)nc21 | i | ? | -13.7% | ? | ? | ? | -4.5% | ? | 40.8%[activator]
CN(C)c1ccc(/C(=N\O)C(F)(F)F)cc1 | i | -15.5% | ? | -16.5% | -17.6 | -29.3% | -5.2% | -2.2% | 23.0%
CCNS(=O)(=O)c1ccc2c(c1)NCC2 | i | 19.8% | 23.1% | 8.2% | 13.5 | 20.9% | 5.8µM* | -4.8% | -5.1%
CC(=O)/C(N=Nc1ccc(OC(F)(F)F)cc1)=C(\C)O | i | 11.4% | ? | 13.2% | 11.3 | 9.1% | -8.8% | 1.2% | 16.8%
COc1ccc(-c2nc(CS(=O)(=O)CC(=O)NCc3cccc(OC)c3OC)c(C)o2)cc1 | i | -16.8% | -11.4% | -23.9% | -1.1 | -4.0% | -9.2% | -6.9% | -34.4%
NC(=O)C1CCN(C(=O)C2CC(=O)N(c3ccc(F)cc3)C2)CC1 (stereo not drawn) | i | 2.5% | 3.5% | ? | -10.6 | 15.2% | 0.1% | -0.1% | -1.9%
CC1(c2ccccc2)C(C#N)C(=O)NC(=O)C1C#N (stereo not drawn) | ? | -4.6% | 10.5% | -7.7% | 8.3 | 19.7% | -5.8% | -2.7% | -5.3%
COc1cc(OC)nc(Nc2nc(C(C)N)cs2)n1 (stereo not drawn) | i | 0.0% | 15.9% | 2.0% | -1.8 | 15.2% | · | · | -24.8%
Cc1noc(-c2ccccc2)c1NC(=O)Nc1ccc2nc([C@H]3C[C@H](O)[C@@H](CO)O3)[nH]c2c1 | i | 17.4% | 14.8% | 6.5% | 0.0 | 11.5% | · | · | 8.3%
COc1ccc(C(C)=O)cc1CSc1nc(C)cc(C)n1 | i | -4.5% | -2.4% | -4.6% | 0.0 | -0.4% | 1.2% | 1.3% | -22.1%
N#CC1=C(N)Oc2n[nH]c(CSc3ccccc3)c2C12C(=O)Nc1ccccc12 (stereo not drawn) | i | 7.7% | -18.4% | -0.9% | -3.2 | -2.3% | ? | -2.9% | -6.1%
COCC(=O)N(Cc1cc2ccc(C)c(C)c2n2nnnc12)C1CCCC1 | i | -3.0% | -13.3% | -4.9% | 32.3 | -3.8% | -1.1% | 1.5% | -20.0%
